Source: PubChem (several laboratories)
Calpain2 inh: inhibitors of pig calpain II; inhibition, % at 16 µM; purified calpain II, fluorogenic peptide substrate, 30 min; actives 0.37% (n = 220,000);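 active = inhibition above about 50%, limit read from the data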
PERK inh: human PERK inhibition, primary cell-based screen | CHO PERK-DD fusion, SEAP luminescence translation reporter | inhibition, % at 5.6 µM | actives 0.17% (n = 220,000);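 active = inhibition above the mean inhibition of all tested compounds plus 3 SD, set separately per screening campaign, cut at about 2.9% in these data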;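 also: PERK kinase domain activated by AP20187 dimerizer at 100 nM; 0% = DMSO with dimerizer and 100% = rapamycin at 8.4 µM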
Furin inhibitor: inhibitors of human furin; P09958; purified furin, fluorogenic substrate cleavage; inhibition, % at 30 µM; actives 0.061% (n = 220,000); AID 463115; in the data active = inhibition above about 25%; also: inactives centre near -15
KCC2 mod: KCC2 (human) Cl- transport modulation | Q9H2X9 | KCC2 cells, thallium flux FluoZin-2 fluorescence | B-score of Tl+ flux slope (higher = more flux/activation; lower = inhibition) at 10 µM | actives 2.2% (n = 190,000) | AID 1456;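 active = thallium flux slope and its plate-corrected score both differing from the plate sample mean at a set confidence after two filtering rounds, in either direction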;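 also: slope of fluorescence scaled to starting intensity during 10 to 20 s after thallium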
Target sequence (Q9H2X9 whole entry, looked up): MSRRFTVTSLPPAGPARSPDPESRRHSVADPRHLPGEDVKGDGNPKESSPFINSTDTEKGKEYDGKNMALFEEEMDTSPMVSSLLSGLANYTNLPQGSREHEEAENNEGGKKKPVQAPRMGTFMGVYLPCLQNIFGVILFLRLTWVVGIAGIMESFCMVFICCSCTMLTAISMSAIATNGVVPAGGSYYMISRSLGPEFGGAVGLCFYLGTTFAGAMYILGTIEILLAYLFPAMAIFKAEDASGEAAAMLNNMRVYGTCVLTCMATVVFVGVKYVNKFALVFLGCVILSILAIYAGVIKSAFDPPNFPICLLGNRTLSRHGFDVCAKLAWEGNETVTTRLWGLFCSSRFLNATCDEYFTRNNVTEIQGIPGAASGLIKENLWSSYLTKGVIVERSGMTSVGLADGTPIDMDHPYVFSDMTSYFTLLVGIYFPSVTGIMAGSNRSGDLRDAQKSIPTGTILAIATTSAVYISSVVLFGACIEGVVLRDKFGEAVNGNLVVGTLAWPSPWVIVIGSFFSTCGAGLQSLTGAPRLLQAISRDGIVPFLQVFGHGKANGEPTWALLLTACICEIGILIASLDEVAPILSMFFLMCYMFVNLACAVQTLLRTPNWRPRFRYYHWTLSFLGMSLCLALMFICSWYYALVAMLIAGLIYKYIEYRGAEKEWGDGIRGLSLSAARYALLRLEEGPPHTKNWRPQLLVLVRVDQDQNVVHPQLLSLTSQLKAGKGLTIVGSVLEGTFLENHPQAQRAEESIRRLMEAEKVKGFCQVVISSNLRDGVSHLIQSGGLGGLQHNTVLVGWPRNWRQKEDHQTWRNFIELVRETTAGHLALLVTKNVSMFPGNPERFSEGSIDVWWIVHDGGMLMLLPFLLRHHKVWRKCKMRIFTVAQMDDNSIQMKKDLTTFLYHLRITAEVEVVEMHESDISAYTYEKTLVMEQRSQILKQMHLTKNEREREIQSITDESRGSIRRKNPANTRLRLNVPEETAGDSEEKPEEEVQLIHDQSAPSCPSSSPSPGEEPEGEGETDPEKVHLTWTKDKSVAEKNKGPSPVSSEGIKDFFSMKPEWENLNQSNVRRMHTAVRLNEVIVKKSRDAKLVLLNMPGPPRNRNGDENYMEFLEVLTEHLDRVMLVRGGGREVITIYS
KLK5 inh: kallikrein 5 (human) inhibition | Q9Y337 | recombinant hK5, fluorogenic AMC substrate cleavage | inhibition, % at 5 µM | actives 0.59% (n = 210,000) | AID 873;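 active = inhibition of 40% or more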;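 also: 0% = enzyme controls without compound and 100% = no-enzyme blanks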
FXIa inh 1536: inhibitors of human coagulation factor XIa; P03951; purified FXIa, Boc-Glu-Ala-Arg-AMC fluorogenic substrate; inhibition, % at 5 µM; AID 798; actives 0.14% (n = 220,000);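 active = inhibition of at least 40%; inactive = inhibition below 40%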;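 also: fluorescence of freed AMC excited at 355 nm; 0% = enzyme without compound and 100% = no enzyme blank; many of its hits are not listed in these tables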
Thrombin inh: blocks human thrombin protease activity | actives 0.26% (n = 220,000) | inhibition, % at 5 µM | P00734 | AID 1046 | alpha-thrombin, Boc-VPR-AMC fluorogenic substrate cleavage;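 active = inhibition at or above 40%; inactive = inhibition below 40%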;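 also: 0% = enzyme with no compound and 100% = wells without enzyme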
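Material: human alpha-thrombin protein. Incubation: reaction at ambient temperature. Technique: fluorescence of released AMC, ex 355 nm, em 460 nm. Control set: no-compound enzyme wells and no-enzyme blanks. Also added: Boc-VPR-AMC substrate, 15 µM final. Buffer or medium: pH 7.5 Tris (50 mM) with NaCl 150 mM, Tween 20 0.05%.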
FXIIa inh: factor XIIa (human) inhibition; P00748; purified FXIIa, Boc-QGR-AMC fluorogenic substrate, 2 h; inhibition, % at 5 µM; actives 0.3% (n = 220,000); in the data active = inhibition above about 40%;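 also: 0% = enzyme with no compound and 100% = blank without enzyme; many of its hits are not listed in these tables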
Rad51 HR inh: Rad51 (human) homologous recombination inhibition; hRad51 DNA strand exchange, fluorescence dequenching; actives 0.085% (n = 200,000); inhibition, % at 10 µM; Q06609; AID 1385;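 active = inhibition above 40% at the single screening dose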;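 also: 0% = DMSO control wells and 100% = blanks with heterologous ssDNA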
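material = hRad51 filaments on single-stranded DNA | timing = filaments 15 min 37 °C, then compound 30 min | signal = FRET fluorescence dequenching, excitation 485 nm, emission 520 nm | benchmarks = control wells and blank wells on each plate | evaluation = percent inhibition relative to plate controls and blanks | compound = 10 µM final, single point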
* = called active by the depositor; x = no result given; & = joins results of further samples; [ ] = another dose, or the depositor's remark. Some of the compounds tested. The share of hits here may be higher or lower than overall.

SMILES	Calpain2 inh	PERK inh	Furin inhibitor	KCC2 mod	KLK5 inh	FXIa inh 1536	Thrombin inh	FXIIa inh	Rad51 HR inh
O=S(=O)(Nc1ccc(C(F)(F)F)cc1)c1cnc[nH]1	5.5	0.8	-3.8	1.17	5.9	3.1	-6.1	7.8	3.3
O=C1c2ccccc2C(=O)N1n1c(=O)[nH]c2ccccc2c1=O	12.9	0.9	-21.1[20 µM]	0.42	-17.4	-2.5	-6.2	1.2	-2.7
COC(=O)CCSCC(=O)Nc1ccc(S(=O)(=O)N2CCOCC2)cc1OC	-4.2	0.0	-8.3	-0.285	-3.4	-6.7	-6.8	-0.6	1.5
Nc1ccc(Oc2ccc(F)cc2)nc1	-21.9	0.0	-18.4	0.562	-4.0	-3.8	-6.3	2.8	-47.6
COc1ccccc1NS(=O)(=O)/C=C/c1ccccc1	-5.0	0.9	-9.6	-0.0388	-7.9	3.9	-5.3	11.1	x
CCCN(C(=O)Cc1nc(N)n[nH]1)C1(C(=O)Nc2c(C)cccc2C)CCCCC1	-7.2	0.0	-13.1	-0.128	0.1	-8.7	-5.1	-4.6	-0.7
Oc1ccc(/C=N/Nc2ncnc3c2ncn3Cc2ccccc2)cc1O	-16.8	-1.7	5.3	-0.836	-50.9	-4.0	-6.3	4.3	3.5
O=C(NN=C1CCCC1)c1n[nH]c2c1CCC2	-24.5	-0.1	-22.9	-0.497	x	0.7	-6.2	5.9	x
COc1ccccc1NC(=S)N1CCN(C(=O)c2ccco2)CC1	20.5	-0.1	-9.7	0.0845	-10.4	5.5	1.4	18.1	-7.9
Cc1ccccc1Nc1nc(CSc2nnc(-c3ccoc3C)n2C)cs1	-75.8	-0.5	-25.8	0.0993	-5.3	3.0	7.8	-1.9	-4.6
CN(C)CCCNC(CC(=O)Nc1cccc([N+](=O)[O-])c1)C(=O)O (stereo unspecified)	-1.4	1.2	-16.5	-0.396	-14.8	-14.9	-1.7	7.6	-10.3
NNc1ccc2c(C(F)(F)F)cc(C(F)(F)F)nc2n1	-109.8	0.4	-18.6	x	-11.4	-5.0	-10.6	3.5	6.3
CCc1ccc(/C=N/NC(=O)C(=O)NCCCN2CCOCC2)cc1	-3.9	0.4	-9.6	0.00191	-13.5	5.4	-1.3	10.1	7.2
Cc1ccc(/C=C/C(=O)O)cc1S(=O)(=O)Nc1ccccc1C(=O)O	-23.3	-0.9	-29.5	-1.32	0.5	4.9	-0.7	x	1.1
O=C(COC(=O)c1ccc(Sc2ccccc2)c([N+](=O)[O-])c1)NC1CCCc2ccccc21 (stereo unspecified)	-170.8	0.8	-17.6[20 µM]	x	-14.3	-4.8	-10.5	0.0	-7.2
CCOc1ccc2ccccc2c1CNc1nnnn1C	21.7	0.5	-15.0	0.538	-13.8	8.3	-6.2	0.3	-4.4
COc1cccc(NC(=O)CCCn2c(=O)[nH]c3ccccc3c2=O)c1	-9.7	1.1	-15.6	x	7.3	0.5	-7.9	-1.9	-0.4
O=C(O)c1cc2sccc2s1	0.9	2.0	-12.5	0.933	-19.2	-4.7	-1.2	6.1	-3.2
OC1(Cc2ccccc2)CCNCC1	-5.6&-16.3	2.5&0.5	-22.1&-27.6	0.716	-3.5	-0.3	-6.9	3.4	-12.2&18.8
O=C(COC(=O)c1ccccc1C(=O)c1ccccc1)c1ccco1	20.6	0.5	-19.0[20 µM]	-0.42	9.7	-0.6	-1.8	2.8	7.9
NS(=O)(=O)c1ccc(CCn2c(=S)[nH]c3ccccc3c2=O)cc1	-10.9	0.7	-11.7	0.257	-0.2	2.9	-6.8	2.8	x
COc1ccc(C(=O)N/C(=C/c2cccnc2)C(=O)NCc2ccco2)cc1OC	-32.3	0.4	-16.3	0.122	2.8	1.9	-0.5	6.0	4.8
O=C(N/N=C/c1ccc(N2CCOCC2)cc1)c1cccs1	30.8	0.0	9.0	0.481	3.9	3.5	-10.9	6.0	4.4
N#C/C(=N\Nc1ccccc1)C(=N)N1CCCCCC1	18.3	0.6	-3.2	0.703	-5.1	-2.8	-0.6	5.3	-20.1

A draw from above in order of molecular weight, rising.
SMILES	Calpain2 inh	PERK inh	Furin inhibitor	KCC2 mod	KLK5 inh	FXIa inh 1536	Thrombin inh	FXIIa inh	Rad51 HR inh
CCOc1ccc2ccccc2c1CNc1nnnn1C	21.7	0.5	-15.0	0.538	-13.8	8.3	-6.2	0.3	-4.4
O=C(COC(=O)c1ccccc1C(=O)c1ccccc1)c1ccco1	20.6	0.5	-19.0[20 µM]	-0.42	9.7	-0.6	-1.8	2.8	7.9
CCc1ccc(/C=N/NC(=O)C(=O)NCCCN2CCOCC2)cc1	-3.9	0.4	-9.6	0.00191	-13.5	5.4	-1.3	10.1	7.2

Next part.
SMILES	Calpain2 inh	PERK inh	Furin inhibitor	KCC2 mod	KLK5 inh	FXIa inh 1536	Thrombin inh	FXIIa inh	Rad51 HR inh
Cc1cccnc1NC(=O)COc1ccc2oc3c(c2c1)CCCC3	-6.2	0.9	-20.8[20 µM]	-1.26	13.2	5.2	1.5	5.8	-0.2
O=C(c1ccc(N2CCCCCC2)c([N+](=O)[O-])c1)N1CCc2ccccc21	11.5	0.9	-8.2	-6.68*	-6.5	9.8	-4.8	15.8	-6.8
C/C(=N\NC(=O)C1CC1)c1ccc2c(c1)OCCO2	-5.2	0.8	-19.3	-0.199	2.3	-0.2	12.2	8.8	4.2
Cc1cc(C)nc(NS(=O)(=O)c2ccccc2)n1	-8.8	0.1	-25.3	0.689	2.5	-15.8	-1.2	10.7	0.7
CCOC(=O)CC1COCCN1Cc1cn[nH]c1-c1ccc2c(c1)OCO2 (stereo unspecified)	17.5	0.3	-17.2	1.1	3.1	-1.8	-5.7	7.8	-7.3
CCN(CC)CCCNC(CC(=O)Nc1cccc([N+](=O)[O-])c1)C(=O)O (stereo unspecified)	-4.5	0.4	-26.5	0.0743	-14.0	-33.4	-2.6	4.9	-14.6
FC(F)(F)c1cc(-c2ccco2)nc(N2CCN(Cc3ccccc3)CC2)n1	-25.7	1.1	-14.5	x	-9.2	-3.6	5.1	12.7	5.1
Cc1ccc(CN2C(=O)CSc3ccc(C(=O)NCCN4CCOCC4)cc32)cc1	-28.1	-0.3	-13.3	-0.373	-1.8	0.6	-0.9	2.3	-13.4
CCOC(=O)c1cnc(SCC(=O)c2ccccc2)nc1N	-0.9	2.7	-3.1	-1.59	-7.9	17.9	-1.6	29.1	-2.8
COc1ccccc1C(=O)NCC(=O)OCc1ccc(Br)cc1	12.7	1.1	-7.7	-0.69	-3.5	16.7	-3.4	9.2	3.0
OC(CN1c2ccccc2Sc2ccccc21)Cn1nnc2ccccc21 (stereo unspecified)	-5.0	0.4	-10.5	x	1.0	1.1	1.0	15.7	6.3
O=C(CO/N=C/c1ccccc1O)NNC(=O)c1ccccc1Cl	-14.3	2.0	-28.2[20 µM]	-1.22	-28.5	8.9	0.0	13.4	-7.6
CCC(=O)Nc1ccc(-c2nnc(SCC(=O)N3CCCCC3)n2C)cc1	-13.3	-0.7	-19.8[20 µM]	x	-10.3	-1.1	1.2	-5.3	-3.3
O=C(NCc1cccs1)c1ccc(N2CCCC2=O)cc1	-3.8	-0.2	-15.2[20 µM]	-0.919	-14.1	2.0	2.0	7.3	-5.1
O=[N+]([O-])c1cccc(/C=N/n2c(C3CCCCC3)n[nH]c2=S)c1	33.4	0.0	-27.8	2.16	-6.4	-6.3	-5.9	-13.0	2.0
CN1CCC(N(C)C(=S)Nc2ccc(F)cc2)CC1	-18.5	0.2	-26.1	-0.188	4.2	-0.5	-1.6	9.6	-4.7
Cc1ccccc1C(C(=O)NC1CCCC1)N(C(=O)CNC(=O)c1ccco1)c1cccnc1 (stereo unspecified)	-20.4	0.2	-18.6	-0.746	-0.1	-3.3	-4.5	10.4	-9.1
COc1ccc(C(N)=O)cc1NC(=O)c1cccc(F)c1	22.3	1.1	-10.8	1.73	-2.1	-7.9	-2.9	6.4	-8.2
Cc1cc(C(=O)COc2ccc(-c3nnco3)cc2)c(C)n1Cc1ccccc1	-4.0	-0.3	-4.5	0.0608	-5.9	-1.9	-0.6	10.9	-1.6
O=[N+]([O-])c1ccc(O)c(-c2nc(-c3ccccc3)c(-c3cccs3)[nH]2)c1	14.3	0.2	5.2	0.0421	-158.9	5.2	-1.8	7.1	4.8
Cc1cc(C)cc(Oc2ncnc3c2ncn3Cc2c(Cl)cccc2Cl)c1	18.2	-1.8	-0.2[20 µM]	x	-2.5	2.8	-1.4	7.9	-25.0
O=C(OCC(=O)N1CCCc2ccccc21)C1CCN(S(=O)(=O)c2cccs2)CC1	17.6	0.7	-7.5	x	17.1	-9.2	-2.4	-9.2	-9.0
O=C(NCCN1CCOCC1)C(=O)NCC1OCCN1C(=O)c1ccc(Cl)cc1 (stereo unspecified)	21.7	1.0	-19.2	-0.0239	-1.3	4.8	3.8	11.2	-2.6
Clc1ccc(-n2ncc3c(NCc4cccs4)ncnc32)cc1	3.9	2.1	-8.3	x	-8.6	3.6	3.0	9.9	-0.8
COc1ccc(OCC(=O)NNc2nc3ccccc3s2)cc1	-27.8	0.0	-26.1	0.316	-14.5	-1.2	-3.9	-0.2	15.1
COc1ccc(C(=S)Nc2ccc(C)cc2)cc1	5.4	1.1	-23.6[20 µM]	-0.369	-10.5	-0.9	2.2	9.5	x
Cc1cc(C)c(NC(=O)CSc2nnc(-c3ccccn3)n2N)c(Cl)c1	-12.7	-1.8	-13.2	1.55	-0.8	-1.9	-1.7	2.5	18.8
Cc1ccccc1N=C(NOCc1ccc(Cl)cc1Cl)c1nonc1N	18.0	-1.8	-13.8[20 µM]	1.01	-2.5	-0.2	-0.5	17.2	10.3
COc1ccc(CCN(Cc2nc3ccccc3c(=O)[nH]2)C(=O)c2ccco2)cc1	-10.5	-0.9	-19.6	x	-13.8	-1.7	-2.9	6.8	-3.1
CSc1ccc(/C=C(\NC(=O)c2ccccc2)C(=O)NN)cc1	5.1	-0.5	-0.8	-0.14	-0.8	1.4	-8.6	3.0	x
CC(=O)Nc1nnc(C2=COCCO2)o1	11.2	0.0	-8.8	-0.466	-5.6	-10.5	-19.5	0.2	-1.6
O=C(Nc1nc2ccsc2c(=O)s1)c1ccc(F)cc1	2.5	1.8	0.4	3.76*	-1.5	-0.7	-0.6	2.3	0.5
Cc1ccc(C2CC(c3ccccc3)n3ncnc3N2)cc1 (stereo unspecified)	-0.4	-0.5	-15.6	-0.6	-4.9	-7.8	-4.2	-1.4	-6.5
Nc1nnc(CC2=CCCCC2)s1	-21.4	1.3	-24.3[20 µM]	0.285	-1.7	5.8	-11.7	3.2	-2.6
CC1=C(C(=O)NCc2ccccc2)C(c2ccccc2OCC(N)=O)NC(=O)N1 (stereo unspecified)	-1.9	1.0	-15.7[20 µM]	x	-0.3	7.2	0.6	6.9	-11.0
COc1ccc(-c2cc(CN3C(=O)c4ccccc4C3=O)on2)cc1	x	-1.1	-11.9[20 µM]	-0.257	x	x	x	x	2.4
FC(F)(F)c1cc(-c2ccccc2)nc2nc(N3CCOCC3)sc12	-108.5	0.4	-33.3	1.31	-11.2	-5.2	0.3	6.0	25.6
CCCc1cc2c(cc1NS(=O)(=O)c1ccc(CCNC(C)=O)cc1)OCO2	-0.1	-0.8	-20.0	0	-2.7	-0.9	-5.0	6.3	-36.4
CCOC(=O)CC(NC(=O)c1cccs1)c1ccc(OCC)cc1 (stereo unspecified)	14.4	-0.8	6.1[20 µM]	-0.0183	20.9	-9.6	-2.9	-5.5	-6.0
